Screening data (PubChem)
OXTR potentiate: potentiators of human oxytocin receptor | AID 2445 | CHO-OTR cells, Fluo-8 calcium fluorescence, potentiator mode; 0% = oxytocin EC15, 100% = EC100 | P30559 | activation, % at 3 µM | 320,000 tested, 0.061% active;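 active = activation above that plate's cutoff, the mean activation of tested compounds plus 3 SD, cut at about 6.6% in these data, passing the limit was not always enough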;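 also: 100% uses oxytocin at 75 nM as the full agonist control; some results filed as inactive read as strong as hits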
Target sequence (P30559 whole entry, looked up): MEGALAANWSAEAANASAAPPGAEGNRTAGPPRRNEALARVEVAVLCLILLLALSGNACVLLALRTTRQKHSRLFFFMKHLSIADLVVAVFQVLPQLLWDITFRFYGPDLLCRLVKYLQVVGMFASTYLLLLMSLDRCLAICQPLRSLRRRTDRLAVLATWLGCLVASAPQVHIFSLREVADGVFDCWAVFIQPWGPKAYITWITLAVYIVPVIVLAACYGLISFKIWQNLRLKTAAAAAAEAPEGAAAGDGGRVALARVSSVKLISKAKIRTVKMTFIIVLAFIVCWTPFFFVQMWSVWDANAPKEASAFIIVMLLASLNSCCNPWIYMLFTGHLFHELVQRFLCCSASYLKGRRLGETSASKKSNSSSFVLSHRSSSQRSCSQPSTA
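System: human OTR in CHO cells / Also added: sub-maximal oxytocin, roughly EC15 / Control set: EC15 oxytocin low, 75 nM oxytocin high / Schedule: 6 min compound pre-incubation at room temperature, 100 s kinetic read / Compound: single-point 3.0 µM / Replication: singlicate / Technique: Fluo-8 calcium dye fluorescence / Read-out basis: % activation of max/min ratio relative to oxytocin controls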
GalR3 antagonist: blocks the human galanin receptor 3; O60755; HEK293 GalR3-CNG cAMP membrane potential fluorescence; galR3 body fused to GalR1 C-terminus; inhibition, % at 3 µM; 360,000 tested, 0.44% active;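 active = inhibition above the screen-wide average plus 3 SD, cut at about 13% in these data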;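 also: forskolin and galanin both at EC90 stimulate the cells; cAMP rise reported by CNG channel membrane potential dye signal; 0% = forskolin plus galanin with DMSO and 100% = forskolin alone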
Target sequence (O60755 1-299 limits assumed): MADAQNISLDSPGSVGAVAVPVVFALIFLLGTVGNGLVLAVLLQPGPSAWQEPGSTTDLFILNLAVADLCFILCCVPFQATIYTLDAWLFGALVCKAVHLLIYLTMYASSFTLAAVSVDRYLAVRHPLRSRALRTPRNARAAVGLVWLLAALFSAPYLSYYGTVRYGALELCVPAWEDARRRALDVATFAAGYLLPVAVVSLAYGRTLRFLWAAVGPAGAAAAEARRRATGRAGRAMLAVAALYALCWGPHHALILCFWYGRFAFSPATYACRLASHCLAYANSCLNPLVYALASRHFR
V1aR counter: activates human V1a receptor in oxytocin agonist counter-screen; AID 2797; 320,000 tested, 0.25% active; activation, % at 3 µM; P37288; CHO-V1R cells, Fluo-8 calcium fluorescence, agonist mode; 0% DMSO, 100% 3 nM vasopressin;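 active = activation above the mean activation of all tested compounds plus 3 SD, per screening run, cut at about 20% in these data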;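 also: signal is peak over basal fluorescence ratio across a 100 second FLIPR read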
Target sequence (P37288 whole entry, looked up): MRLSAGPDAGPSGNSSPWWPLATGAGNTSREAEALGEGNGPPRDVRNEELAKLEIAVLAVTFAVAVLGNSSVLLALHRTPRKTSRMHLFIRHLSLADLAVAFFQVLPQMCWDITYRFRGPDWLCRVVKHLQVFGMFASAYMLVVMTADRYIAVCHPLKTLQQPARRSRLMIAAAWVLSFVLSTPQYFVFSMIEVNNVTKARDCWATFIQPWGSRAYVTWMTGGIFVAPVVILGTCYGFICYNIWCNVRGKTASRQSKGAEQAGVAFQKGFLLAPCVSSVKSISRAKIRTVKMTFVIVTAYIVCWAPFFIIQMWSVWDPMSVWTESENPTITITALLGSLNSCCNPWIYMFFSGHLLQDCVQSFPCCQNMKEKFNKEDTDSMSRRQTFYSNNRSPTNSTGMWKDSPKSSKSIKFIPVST
GPR7 antagonist: blocks human GPR7 receptor signaling; inhibition, % at 4.4 µM; P48145; GPR7-expressing cells, fluorescence antagonist assay; 290,000 tested, 1.1% active; in the data active = inhibition above about 16%, passing the limit was not always enough;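 also: cells stimulated with the agonist NPW; 0% = agonist with vehicle and 100% = vehicle without agonist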
M18AAP inhibitor: PfM18AAP enzyme inhibition; recombinant PfM18AAP, H-Glu-NHMec fluorogenic cleavage; inhibition, % at 7.35 µM; 290,000 tested, 1.2% active; AID 1822;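 active = inhibition above the campaign mean inhibition over all tested compounds plus 3 SD, cut at about 28% in these data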;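 also: 0% = plate median of test compound wells and 100% = 2 mM ZnCl2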
OXTR agonist: human OXTR agonism; P30559; CHO-OTR cells, Fluo-8 calcium fluorescence; normalized: DMSO 0%, oxytocin 100%; activation, % at 3 µM; 320,000 tested, 0.32% active; AID 2435;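 active = activation above the mean of all tested compounds plus 3 SD, cutoff set per screening run, cut at about 20% in these data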;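 also: peak over basal fluorescence ratio from a 100 s FLIPR kinetic read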
MEKK2 mut-MEK5: signal of MEK5 binding to mutant human MEKK2 PB1 domain | 290,000 tested, 0.35% active | bead flow cytometry, Alexa488-MEK5 binding to MEKK2 mutant | percent response, % at 10 µM; in the data active = percent response above about 24%, passing the limit was not always enough; also: inactives centre near 1; some results filed as inactive read as strong as hits
MEKK2wt PB1 HTS: raises or lowers MEK5 binding to wildtype human MEKK2 PB1 domain; Q9Y2U5; bead flow cytometry, Alexa488-MEK5 binding to MEKK2 WT; actives lie on both sides; binding response (% of control), % at 10 µM; 290,000 tested, 1.1% active; in the data active = binding response below about 67% or above about 130%
NALP1 yeast inh: NALP1 inhibition; S. cerevisiae NALP1/ASC/caspase-1 growth, X-gal OD620, 72 h; inhibition, % at 10 µM; 280,000 tested, 0.61% active; in the data active = inhibition mostly above about 24%, no sharp cut-off; inactive = mostly below about 32%; also: some compounds called inactive have numbers as strong as hits
Numbers without * were called inactive; · = not tested or not shown. Hits appear at their usual frequency. About 4.1% of those tested had a hit in this group.

SMILES	OXTR potentiate	GalR3 antagonist	V1aR counter	GPR7 antagonist	M18AAP inhibitor	OXTR agonist	MEKK2 mut-MEK5	MEKK2wt PB1 HTS	NALP1 yeast inh
N#Cc1ccc(C(=O)CSc2nnc(-c3ccc(C(F)(F)F)cn3)s2)cc1	-9	-2	-0.1	-10	3	-1.6	-4	96	10
CCn1c(SCC(=O)N2CCCCC2)nc2c(c1=O)SC(C)C2 (configuration not stated)	-1	·	-0.5	-5	-3	-1.9	3	103	29
CC(/C=C/c1ccccc1)=N\Nc1nc(-c2ccccc2)cs1	-4	-6	0.8	9	8	0.7	8	111	28
COC(=O)C1CC(=O)N(c2ccc(OCc3ccccc3Cl)cc2)C1 (configuration not stated)	-1	-7	2.7	-3	1	1.9	6	104	9
COC(=O)CN=C1OC(=O)N2C(=O)C3=C4[C@@H](C[C@H]5C(=O)N(c6ccccc6)C(=O)[C@H]5[C@H]4[C@@]12Cc1ccccc1)[C@H]1C(=O)N(c2ccccc2)C(=O)[C@H]1[C@H]3C	-23	-4	1.0	·	·	0.2	-2	91	·
Cc1nnc(SC(C)C#N)n1-c1ccccc1 (configuration not stated)	-7	-4	0.8	-10	-8	-0.2	-6	91	32
CCOc1ncccc1C(=O)N1CCCSC1=Nc1ccccc1OC	-3	-2	-0.1	-19	-8	-1.1	-2	100	-8
Cc1cccc(NC(=S)N(CCN(C)C)Cc2cccs2)c1	-4	0	1.2	-17	-6	1.3	4	106	8
O=C(O)c1ncn(Cc2ccc(Br)cc2)c1C(=O)O	-8	-4	0.2	-5	-4	0.2	-7	93	-9
CCCC(O)(CCN1CCOCC1)c1ccc(Cl)cc1 (configuration not stated)	-7	-3	-0.9	-17	0	-0.7	0	108	·
CCCCCCCCCS(=O)(=O)Nc1cc(C)ccn1	-7	-2	0.6	-1	-15	-0.5	-1	99	21
COc1cc(/C=N/NC(=O)CN2CCCCC2)ccc1OCc1ccc(Br)cc1	-4	-4	3.3	-2	0	7.0	-3	94	10
COc1ccccc1-c1nn(-c2ccccc2)cc1C(=O)N1CCN(C(=O)c2ccco2)CC1	-5	-3	0.3	·	·	0.1	·	·	·
CN(C)CC/C=C1/c2ccccc2CS(=O)(=O)c2ccccc21	-4	-2	0.3	·	·	-0.2	·	·	·
COc1ccc(N2CCN(C(=O)c3ccc(C)c(NC(=O)C4=C(C)OCCS4)c3)CC2)cc1	-4	-9	5.2	-2	2	2.9	1	102	-17
O=C(COC(=O)[C@@H]1CC(O)CN1S(=O)(=O)c1ccc2c(c1)OCCO2)Nc1cc(F)ccc1F (some centres not stated)	-6	-8	0.7	·	·	0.8	·	·	·
Cc1c(C)n(CC(O)CN2CCN(C)CC2)c2ccccc12 (configuration not stated)	-7	-3	0.4	6	3	0.0	2	104	20
CCOC(=O)c1cc(C(=O)OCC)c(=O)[nH]c1SCc1ccccc1	-17	-2	2.4	-9	-7	-2.0	3	101	0
CCN1C(=O)c2ccccc2Sc2ccc(C(=O)O)cc21	-3	-6	0.3	-3	6	1.0	8	106	6
CN(C)/C=N/C1=C(C#N)C(c2cccs2)c2ccc3ccccc3c2O1 (configuration not stated)	·	-2	·	-10	3	·	-1	99	-4
CCCOC(=O)Nc1sc2c(c1C(N)=O)CCCC2	2	-3	-1.0	-5	7	-2.8	-6	93	13
Cc1nnc(SCC(=O)NCc2ccco2)n1-c1ccccc1	-4	-4	0.0	-7	-13	-0.2	0	96	14
CCCNC(=O)COC(=O)c1ccc(OCC(=O)Nc2ccccc2OC)c(OC)c1	-5	-4	-0.8	-6	-4	-1.3	-3	98	11
COc1ccc(N2CCN(C(CNS(=O)(=O)c3cc(F)ccc3F)c3cccnc3)CC2)cc1 (configuration not stated)	-15	-4	-0.1	-1	5	-0.9	·	·	12
COC(=O)c1ccccc1S(=O)(=O)N1CCC(C(=O)NCC2CCCO2)CC1 (configuration not stated)	-3	-4	0.4	·	·	-1.1	·	·	·

The list continues.
SMILES	OXTR potentiate	GalR3 antagonist	V1aR counter	GPR7 antagonist	M18AAP inhibitor	OXTR agonist	MEKK2 mut-MEK5	MEKK2wt PB1 HTS	NALP1 yeast inh
CCn1c(C)cc(/C=C2/NC(=O)N(CC(=O)Nc3cccc(C)c3)C2=O)c1C	0	-12	1.1	-4	0	-1.4	0	102	30
O=C(Cc1ccccc1)NN1C(=O)C2C3C=CC(C3)C2C1=O (configuration not stated)	-5	-5	0.9	3	-8	0.8	8	105	25
COc1ccccc1/C=C\C(=O)NCC(=O)N/N=C(/C)c1cccc([N+](=O)[O-])c1	-11	-10	2.2	4	3	0.3	6	99	1
Cc1cccn2cc(-c3ccccc3)nc12	-5	-3	-0.3	-8	2	-2.5	-5	98	12
Cc1ccnc(NC(=O)CS(=O)(=O)c2ccccc2)c1	-9	-8	-0.2	-12	-5	0.5	-4	100	9
O=C(CSc1nc2ccccc2n1Cc1ccccc1)N/N=C/c1ccco1	-8	-8	2.2	-4	12	-0.8	2	100	24
O=C(NC(=S)Nc1ccc(N2CCCCC2)cc1)c1ccc2c(c1)OCCO2	-1	-2	0.3	-11	-9	0.3	-2	93	30
Cc1ccc(-c2c(C(=O)NC(C)C)oc(=O)c3ccccc23)cc1	1	-1	-1.1	-6	5	-2.9	-5	92	8
COc1ccc2cc(C3CC(c4ccco4)=NN3S(=O)(=O)c3ccccc3)c(Cl)nc2c1 (configuration not stated)	-9	-4	-0.2	2	-3	-2.0	-4	91	22
Cc1cc2[nH]c(=O)c(=O)[nH]c2cc1S(=O)(=O)Nc1ccccc1F	-16	-2	0.5	-1	0	0.2	-2	99	23
Cc1cccc(S(=O)(=O)c2c(C)cc(C)nc2Cl)c1	0	-10	0.3	-8	-7	-0.4	-4	98	-5
CCCn1c(=O)[nH]c(=O)c2c1nc(-c1ccc(OC(F)F)c(OC)c1)n2CCOC	-20	2	-0.5	1	-9	-2.2	-5	98	0
COc1ccc(C2N3CC4(C)CN2CC(C)(C3)C4O)cc1 (configuration not stated)	-2	·	1.4	-14	-3	0.7	8	105	17
O=C(Oc1cccnc1)c1cc(S(=O)(=O)N2CCOCC2)ccc1Cl	-4	1	0.8	-9	-5	-0.1	7	109	8
COCCn1cnc2c(c1=O)c1nc3ccccc3nc1n2/N=C/c1cccc(OC)c1	-12	-5	12	-18	-3	-0.7	5	102	·
Cc1cc(SCC(=O)OCC(=O)N(C)C2CCS(=O)(=O)C2)c(C)cc1Br (configuration not stated)	-18	-5	13	·	·	21*	·	·	·
CCOC(=S)N/C(=N\S(=O)(=O)c1ccccc1)c1ccccc1	3	-5	1.1	5	1	-0.3	3	99	2
CCOC(=O)c1ccc(N2C(=O)C(O)=C(C(C)=O)C2c2ccccc2)cc1 (configuration not stated)	-4	-3	1.1	-4	-7	-0.4	19	100	10
COc1cc(-c2c(C#N)c(N)nc3c2CCCC3)ccc1O	-3	-4	1.0	-6	2	0.1	-3	104	17
CCNC(=O)c1sc(=S)n(CC)c1N	-7	-2	-0.2	9	-15	0.2	3	100	-7
Cc1cccc(N=C2NN=C(c3ccc4c(c3)OCCO4)CS2)c1	-1	1	0.3	-6	3	0.1	3	98	1
O=C(Nc1ccccc1Br)c1cccc2ccccc12	3	-5	6.9	·	·	-3.3	·	·	·
O=C(NCCc1ccc(Cl)cc1)Nc1ccc(Cl)cc1	-5	-1	3.8	-11	-12	1.3	-14	91	5
Cc1ccc(C(=O)Nc2cccc(C(F)(F)F)c2)cc1NC(=O)c1csc(-c2ccncc2)n1	-23	·	0.2	·	·	0.1	2	98	8
CC(C)CCNC(=O)C1CCN(S(=O)(=O)c2ccc3c(c2)CC(C)N3C(=O)C2CCC2)CC1 (configuration not stated)	-19	4	1.8	-2	-5	1.0	-7	98	6

Only NALP1 yeast inh and OXTR potentiate (2 entries from above):
canonical_smiles | NALP1 yeast inh | OXTR potentiate
COc1ccc(C2N3CC4(C)CN2CC(C)(C3)C4O)cc1 (configuration not stated) | 17 | -2
COCCn1cnc2c(c1=O)c1nc3ccccc3nc1n2/N=C/c1cccc(OC)c1 | · | -12

(further entries)
SMILES	OXTR potentiate	GalR3 antagonist	V1aR counter	GPR7 antagonist	M18AAP inhibitor	OXTR agonist	MEKK2 mut-MEK5	MEKK2wt PB1 HTS	NALP1 yeast inh
CC1Cc2ccccc2N1C(=O)COC(=O)Cc1ccc(F)cc1 (configuration not stated)	-4	2	-0.2	·	·	-2.8	·	·	·
c1ccc2c(c1)ncn2CCCCOc1ccc2c(c1)CCC2	-5	-5	3.0	-3	1	6.8	6	121	23
COc1ccc(NC(=O)c2sc(N)nc2-c2ccccc2)cc1	-8	0	-0.9	-6	1	-0.1	0	113	1
CCN(CC)S(=O)(=O)c1ccc(Cl)c(NC(=O)COc2ccc(OC)cc2[N+](=O)[O-])c1	-2	-4	0.0	-2	-4	0.0	-4	92	40
COCCOC(=O)c1sc(=S)n(CCOC)c1N	2	-6	2.1	-11	-2	0.7	·	·	17
CC(=O)Nc1ccc(S(=O)(=O)Nc2nc3ccc(C)cc3s2)cc1	-4	-3	0.0	-10	3	0.8	-5	97	14
COc1ccc(S(=O)(=O)Nc2cccc(F)c2)cc1C	-2	-11	-0.7	-1	-14	-1.9	-18	72	-1
CCCCNC(=O)OC(C)CNC(=O)Oc1cccc(C)c1 (configuration not stated)	-5	-3	-0.3	-7	-6	0.3	-1	96	7
CC/C(=C/c1sc2ccc(C)cc2[n+]1CCCS(=O)(=O)[O-])SC	-5	-3	0.9	3	19	0.6	-9	96	15
Cc1cc(NC(=O)CSc2nnnn2-c2ccccc2C)no1	2	-4	0.9	-7	11	0.6	8	109	-3
COc1ccc(S(=O)(=O)N2CCOC2CNC(=O)C(=O)NCc2cccnc2)cc1OC (configuration not stated)	-4	-1	0.1	-8	-2	4.6	-16	85	·
CCc1ccc(S(=O)(=O)NCCc2csc(-c3cccnc3)n2)s1	-6	·	7.8	17	-15	4.9	2	101	10
Clc1ccc(C2=Nn3c(Cn4nnc5ccccc54)nnc3SC2)cc1	-3	-5	-0.4	-2	1	-0.2	1	103	4
CC(CCc1ccccc1)NC(=O)CSc1nc(N)cc(N)n1 (configuration not stated)	-5	-2	0.1	0	9	0.4	7	117	9
CCn1c(SCC(=O)c2ccc(Cl)s2)nnc1-c1cccs1	-11	-4	3.3	-11	-2	1.2	9	104	-4
O=C(CSC1=NCCS1)NC(c1ccccc1)c1ccccc1	-4	-5	-0.3	0	2	-1.8	-2	100	39
CCC1=C(OC(=O)N(CC)CC)N2C(=O)OC(=NCC3CC3)[C@]2(Cc2ccccc2)[C@H]2C1=CC[C@H]1C(=O)N(c3ccccc3)C(=O)[C@H]12	-8	-9	0.3	·	·	-0.7	5	90	·
CCOC(=O)C(=O)c1csc(NC(=O)COc2ccc(N(C)S(=O)(=O)c3ccc(F)cc3)cc2)n1	-20	-2	9.5	2	3	8.7	-1	97	5
C/C(Cc1ccccc1)=N\NC(=O)CNC(=O)c1ccc2c(c1)OCCO2	-4	2	-0.9	-11	-3	-2.2	-14	96	·
Cc1ccc(S(=O)(=O)N2CCN(S(=O)(=O)N(C)C)CC2)cc1	4	0	0.4	-4	-3	-0.2	-4	100	26
O=C(O)C1=C[C@@H](c2ccc(Br)cc2)C[C@@H](OCCCCO)O1	1	0	0.8	·	·	0.2	3	102	·
Cn1nc(-c2ccccc2)nc1-c1ccccc1	-2	-5	0.9	·	·	-0.7	·	·	·
